# p53ts 39C kill – kills p53ts cells at the nonpermissive temperature. Potency, µM (series often up to 46.1 µM), without a hit: at the top dose activity change, negative = cell killing, usual class: cytotoxic. H1299-p53A138V viability at 39C, ATP luminescence, 24 h. 1.5% of 130,000 active. AID 902; further: nearly all actives have a fitted effect of over 55% in size
# Peg3 imprint – inducers of genomic imprint erasure in mouse ES cells. mouse ES Peg3-LacZ reporter, beta-gal luminescence, 40 h. Potency, µM (doses to about 60.7 µM), for the others: at the highest dose activity change, positive = activation, most hits filed as activators. AID 1948. 0.02% of 110,000 active;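 further: 0% = negative control wells on the plate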
#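 Imprint erasure is scored as LacZ activity from the silenced maternal Peg3 allele in feeder-free female ES cells cultured 40 h with LIF. Luminescence is normalized to in-plate negative controls and fitted to the Hill equation.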
# IkB signaling – suppresses IkB signaling in ABC-DLBCL reporter cells; AID 445; Potency, µM (highest dose often 57.1 µM), inactives show at the top dose IkBa stabilization activation; ABC-DLBCL IkBa-CBG/CBR dual luciferase ratio, 4 h; response scale: scaled: untreated 0%, proteasome inhibitor 100%; 0.04% of 110,000 active; active means well fitted curve in the direction sought with a large enough effect in the signal ratio, not every such curve was filed as active; inconclusive means small, poorly fitted or top-dose-only effect, or a change in a side signal; the % refers to the signal ratio;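 further: the direction sought is a rising ratio; 0% = basal untreated cells and 100% = reference inhibitor full response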
#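 Curves were fitted separately to fusion (green), unfused (red) and ratio luminescence, then classed by r2, magnitude and activity. Cells: OCI-Ly3, 4 h compound plus doxycycline at 37C; 10 uM MG-132 defined full response.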
# p53ts 32C kill – kills p53ts cells at the permissive temperature. H1299-p53A138V at 32C, ATP luminescence viability, 24 h. Potency, µM (doses to about 46.1 µM), inactives show top-dose activity change, negative = cytotoxicity, actives largely listed as cytotoxic. 0.93% of 130,000 active. AID 924;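 further: 0% = DMSO and -100% = full killing by reference compound; nearly all actives have a fitted effect of over 55% in size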
#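 ATP-content luminescence (ATPlite) read-out after 24 h compound exposure at 32C in H1299-p53A138V cells (600/well). Tested up to 46 uM. Normalized to DMSO (0%) and 100 uM tamoxifen (100% killing); Hill-fit AC50.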
# Active calls of the source: *; ? = inconclusive; · = not tested or not shown; & = joins results of further samples; [ ] = remark or other dose. Unless noted, the call rests on the fitted dose curve; in most records, active means well fitted curve in the direction sought with a large enough effect; inconclusive means small, poorly fitted or top-dose-only effect, or another doubt; inactive means no such curve, though single readings can be large; an effect the other way counts as inactive or inconclusive. Unless noted, on the % scale 0 is the no-effect control and ±100 the full control effect; potency means the concentration at half of the fitted maximal effect.
Compound | p53ts 39C kill | Peg3 imprint | IkB signaling | p53ts 32C kill
O=C1C(Cl)=C(N2CCOCC2)C(=O)N1CCc1ccccc1 | 5% | -56%[inhibitor] | 0.4% | 0%
CCC(C)Sc1nc2c(cnn2-c2ccc(C)c(C)c2)c(=O)[nH]1 (stereo not drawn) | -5% | -6% | -3.3% | 5%
CC(=O)Nc1ccc(NC2(C)C(=O)c3ccccc3C2=O)cc1 | -2% | -5% | 0.2% | 20%
CCCNC(=O)OC[C@@H]1O[C@H](CCO/N=C\[C@@H](C)[C@H](OCc2ccccc2)C(C)C)C=C[C@@H]1Oc1ccc(OC)cc1 | 5%[9.22 µM] | · | · | 4%[9.22 µM]
COc1ccc(Nc2nc(N3CCCCC3)nc(N3CCCCC3)n2)c(OC)c1 | 13% | -3% | 0.2% | -3%
O=S(=O)(NCCC(c1ccc(F)cc1)c1ccco1)c1ccccc1 (stereo not drawn) | ? | · | · | -10%
CCn1c(=NC(=O)CSC(C)=O)sc2cc(F)ccc21 | -9% | -17% | ? | -1%
COc1ccc(N2CCN(C(=O)Cc3ccc(-n4c(=O)[nH]c5ccccc5c4=O)cc3)CC2)cc1 | -12% | -7% | 0.4% | 4%
c1ccc(CNC2=NCCCCC2)cc1 | 21% | 0% | 0.6% | 4%
CCOC(=O)N1CCC(NC(=O)CSCc2cnn(-c3ccccc3)c2-n2cccc2)CC1 | -10% | -16% | 0.4% | 8%
Cc1cc(C)nc(Nc2n[nH]c(-c3ccccc3Br)n2)n1 | ? | -6% | 4.4% | -23%
COC(=O)c1ccc(NC(=O)CN(Cc2ccccc2)S(=O)(=O)c2ccc(C)cc2)cc1 | -8% | -15%[10.9 µM] | ? | 0%
COc1cccc2c1CCC1=CC(=O)CC[C@@]12C | 0% | ? | · | 4%
O=C(Cn1c(CN2CCCCC2)nc2ccccc2c1=O)NC1CCCCC1 | -2% | -12% | 0.0% | -3%
COc1cccc2[nH]c3c(=O)n(CCN(C)C)cnc3c12 | 0% | 4% | 0.3% | 4%
Cc1cc(NC(=O)CSC2=NCCS2)no1 | -8% | 8% | -1.5% | -9%
O=C(Nc1cccnc1)c1scc2c1OCCO2 | -4% | -61%[inhibitor] | 0.4% | 1%
COc1ccc(C)cc1NC(=O)C(OC(=O)CNC(=O)c1cccc(F)c1)c1ccccc1 (stereo not drawn) | ? | · | · | ?
COc1ccc(C)cc1NC(=O)c1ccc2c(c1)nnn2C1CCCC1 | -7% | -4%[10.9 µM] | 2.8% | -20%
COc1cccc(C(=O)NC2CCN(C(=O)N3CCCCC3)CC2)c1 | -6% | -6% | -0.2% | 6%
Cc1nn(-c2ccccc2)c(OC(=O)C(C)(C)C)c1Sc1ccccc1 | -23% | -12%[10.9 µM] | ? | 1%
Cc1ccc2c(c1)c1c(c(=O)n(Cc3ccccc3)c(=O)n1CC(=O)NCc1ccccc1Cl)n2C | 18% | 8%[10.9 µM] | 8.5% | -4%
Cc1cccc(N2CCN(C(=O)CN3C(=O)COc4ccc(S(=O)(=O)N5CCC(C)CC5)cc43)CC2)c1C | 5% | -14%[10.9 µM] | ? | 9%
COc1ccc(OC)c(CNS(=O)(=O)c2ccc3c(c2)oc(=O)n3C)c1 | 1% | -5%[10.9 µM] | 0.5% | 10%
CCOc1cc(C2Nc3ccccc3-c3nnc(SCc4ccccc4)nc3O2)ccc1OC (stereo not drawn) | -10% | -8%[10.9 µM] | 42% | 3%
COc1ccc(NC(=O)c2cnc3sccn3c2=O)cc1 | -8% | -9% | -0.4% | -14%
COc1ccc(NC(=O)C2=CC(c3ccco3)=NS(=O)(=O)N2C)cc1 | 0% | -7%[10.9 µM] | 0.3% | -3%
COc1ccc(CNC(=O)Cc2ccc(OC)c(S(=O)(=O)N3CCOCC3)c2)cc1 | 7% | -11% | 0.8% | 3%
CCc1cccc(NC(=O)CSc2nccn2C)c1 | 15% | -9%[10.9 µM] | -0.4% | -11%
O=C(O)c1n[nH]c2c1CCCC2 | -7% | -2% | -1.1% | 5%
CC(C)CCN1C(=O)c2ccc(C(=O)NCc3ccco3)cc2C1=O | 6% | -1% | 2.6% | -8%
CCOc1ccccc1N(CC)C(=O)c1cc2c(=O)n(CC)c3ccccc3c2s1 | 24% | -13%[10.9 µM] | ? | 36%[activator]
Clc1ccc(Cn2ncc3c(NCc4ccco4)ncnc32)c(Cl)c1 | -4% | -22% | 3.8% | -3%
O=C(Cc1ccc(Cl)cc1)NC(=S)Nc1ccccc1N1CCOCC1 | 12% | · | · | 30%
Cc1c(Cl)cccc1NC(=O)C1CCCN(C(=O)c2cnn(-c3ccccc3)c2-n2cccc2)C1 (stereo not drawn) | -9% | -13%[10.9 µM] | ? | -13%
Cc1noc(C)c1S(=O)(=O)N1CCCC(C(=O)N2CCC(C)CC2)C1 (stereo not drawn) | 4% | -8% | -1.3% | -1%
Cc1cc(N2CCCC2=O)cc(C)c1S(N)(=O)=O | 2% | -10% | 2.0% | 1%
CC(=O)c1cc(-c2ccc(F)cc2)n(CCC(=O)Nc2nc3c(C)cccc3s2)c1C | -11% | -14%[10.9 µM] | 1.3% | -27%
COc1cc(OC)cc(C(=O)Oc2c(Sc3ccccc3)c(C)nn2C(C)(C)C)c1 | -1% | -6%[10.9 µM] | 0.8% | 5%
Cc1cc2oc(=O)c(CC(=O)NCCc3ccccc3)c(C)c2c2occ(C(C)(C)C)c12 | ? | -8%[10.9 µM] | ? | ?
N#Cc1c(NC(=O)COC(=O)C2CC3C=CC2C3)oc(-c2ccccc2)c1-c1ccccc1 (stereo not drawn) | -20% | -9% | ? | 9%
CCOC(=O)Cc1ccc(NC(=O)Nc2nnc(N3CCCCC3C)s2)cc1 (stereo not drawn) | -19% | -17%[10.9 µM] | ? | 13%
CCn1c(SCc2nc3ccccc3[nH]2)nnc1-c1ccccc1OC | 13% | -19% | -0.5% | -2%
COc1ccc(C(=O)n2cnc(N)n2)cc1 | -3% | -19% | 0.0% | -4%
CC(C)(O)C1CC[C@@]2(C)C3CCC4[C@@]5(C)CCCC(C)(C)C5C(O)C[C@]4(C)[C@]3(C)CC[C@@H]12 (stereo partly drawn) | 3% | -3% | · | -3%
CCn1c(=O)c2cc(C(=O)Nc3cc(C)c(Cl)cc3OC)sc2c2ccccc21 | -18% | -6%[10.9 µM] | ? | -6%
N#CC(C(=O)O)=C1CCCC1 | 9% | -6% | 0.6% | 1%
N#Cc1ccc2ccn(CC(=O)NC3CCCCC3)c2c1 | -6% | 1% | 0.4% | 2%
COc1ccc(NC(=O)Cn2c(=O)n(-c3ccc(Cl)cc3)c(=O)c3c(C)c(C(=O)N(C)C)sc32)cc1Cl | -10% | -10%[10.9 µM] | -0.2% | -3%
Cc1ccnc(N2CCC(C(=O)Nc3ccc4c(c3)OCO4)CC2)n1 | -13% | -13% | 1.3% | 6%
c1ccc(CCn2nnnc2C(c2cccs2)N2CCN(Cc3ccc4c(c3)OCO4)CC2)cc1 (stereo not drawn) | -11% | -15% | ? | 1%
Brc1ccc2nc(CSc3ncn[nH]3)cn2c1 | -6% | -73%[inhibitor] | 0.7% | -6%
OCCn1c(-c2ccc3c(c2)OCO3)csc1=Nc1ccccc1 | -9% | -7% | -0.6% | -9%
O=C(CSc1nnc(-c2ccccc2)n1-c1ccccc1)NCc1ccco1 | 5% | -14% | 1.5% | 5%
O=C(c1n[nH]c(=O)c2ccccc12)N1CCN(c2ccc(F)cc2)CC1 | 2% | -8% | 0.3% | -2%
CCOC(=O)C1CCN(C(=O)COC(=O)CCOc2ccc(C)cc2)CC1 | -7% | -2% | 1.8% | -5%
CCc1cccc(C)c1NC(=O)CN1CCCN(Cc2ccccc2Cl)S1(=O)=O | -1% | 4%[10.9 µM] | -1.8% | 10%
Nc1cc(C(=O)O)ccc1N1CCCCCC1 | 0% | 30% | 0.0% | 10%
COc1cccc(CNc2ncnc3onc(C)c23)c1 | ? | -15%[10.9 µM] | 0.8% | 0%
FC(F)(F)C(F)(F)C(F)(F)c1nnc2ccc(N3CCOCC3)nn12 | 1% | 12% | -0.8% | -6%

# (more compounds)
Compound | p53ts 39C kill | Peg3 imprint | IkB signaling | p53ts 32C kill
CC(C)COC(=O)N1CCCC1C(=O)Nc1nccs1 (stereo not drawn) | -5% | 19% | -2.0% | -4%
Cc1cccc(OCC(=O)Nc2ccc3nc(SCc4ccccc4)sc3c2)c1 | -25% | 13%[10.9 µM] | 0.1% | -4%
COc1ccc(-c2cc3nc(C)c(CCC(=O)N4CCCCC4)c(C)n3n2)c(OC)c1 | -6% | 2% | ? | 5%
CCOc1ccccc1NC(=O)C1=C(C)NC(=O)NC1c1cccc(OC)c1OC (stereo not drawn) | 7% | -12% | -0.1% | -11%
Cc1ccc2cc(C)c(SCC#N)nc2c1 | -5% | · | -2.3% | 19%
Cc1cccc(CNC(=O)CN2C(=O)CSc3c2c(C)nn3-c2ccccc2)c1 | -3% | -2%[10.9 µM] | ? | -3%
CCc1ccc(CNC(=O)c2nn(-c3ccc(C)cc3)c(=O)c3c2c2ccccc2n3C)cc1 | 17% | 4%[10.9 µM] | -1.4% | 0%
COc1ccc(CNC(=O)c2cccs2)cc1 | 1% | -7% | 1.7% | -18%
COc1ccc(OC)c(-n2cnc3cc(C(=O)NCCCN4CCOCC4)ccc32)c1 | 11% | -7% | -1.8% | -16%
COC(=O)c1cc(Nc2cc(C)nc3ncnn23)cc(C(=O)OC)c1 | 0% | 0% | 1.4% | -11%
O=C1c2ccccc2C(=O)N1CCCc1c[nH]c2ccc(Cl)cc12 | -25% | · | · | -4%
COc1ccc2c(c1)c(=O)c(S(=O)(=O)c1ccc(F)cc1)cn2CC(=O)Nc1ccc(C)cc1C | 0% | -7%[10.9 µM] | 0.3% | -8%
Cc1cc(C)c(NC(=O)C2CSCCS2)c(C)c1 (stereo not drawn) | -8% | -12% | -0.7% | -6%
O=C(Nc1ccc2c(c1)Cc1ccccc1-2)c1ccc(Br)o1 | 6% | · | · | -3%
CCCn1c(CCC(=O)O)ccc1-c1cccs1 | -2% | -28% | ? | 8%
CCN1C(=O)[C@H]2[C@@H]3[C@H](O)[C@H](O)CC(=O)[C@H]3CC[C@H]2C1=O | 7%&3%[9.22 µM] | · | · | 3%&3%[9.22 µM]
O=C(CCCOc1ccccc1)N1CCCc2ccccc21 | -6% | -10% | -0.3% | -4%
CN1CC2(C(=O)c3ccccc3)CN(C)CC(C(=O)c3ccccc3)(C1)C2 | -10% | 2% | 0.9% | -7%
Cc1cc2c(c(=O)n1CCN(C)C)C(c1ccc(Br)cc1)C(C#N)=C(N)O2 (stereo not drawn) | 5% | 2% | -0.4% | 6%
O=C(c1ccco1)N1CCN(C(=O)c2cccc3c2C(=O)N(Cc2cccnc2)C3)CC1 | 15% | 2% | -0.5% | -2%
Cc1cccc(-n2nnc(C(=O)NCc3ccccc3)c2N)c1 | -17% | -12% | -0.6% | 2%

# Source: PubChem BioAssay
